From PubChem
mec2-1: NCI yeast anticancer drug screen, S. cerevisiae mec2-1 strain | % growth inhibition at 50 µM | 9% of 79,000 active | AID 157;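 note: 0% = growth of vehicle-only cultures of the same strain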
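Each compound was tested on mec2-1 yeast, a strain altered in DNA damage repair or cell cycle control. Growth inhibition is reported relative to vehicle.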
rad50: NCI yeast anticancer drug screen, S. cerevisiae rad50 strain | growth inhibition, % at 50 µM | 10% of 79,000 active | AID 155;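 note: 0% = growth of vehicle-only cultures of the same strain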
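DNA repair mutant yeast, compound exposure, growth read-out; inhibition is taken relative to vehicle.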
cln2 rad14: NCI yeast anticancer drug screen, S. cerevisiae cln2 rad14 strain; % growth inhibition at 50 µM; 8.3% of 78,000 active; AID 165;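 note: 0% = growth of vehicle-only cultures of the same strain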
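Yeast strain cln2 rad14, bearing defects in cell cycle control and DNA repair, serves as the test system; values reflect growth inhibition compared with vehicle.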
mlh1 rad18: NCI yeast anticancer drug screen, S. cerevisiae mlh1 rad18 strain; 11% of 79,000 active; % growth inhibition at 50 µM;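 note: 0% = growth of vehicle-only cultures of the same strain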
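Compound-treated yeast growth, normalised to vehicle controls. Strain bears defined DNA repair mutations.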
yeast sgs1 mgt1: NCI yeast anticancer drug screen, S. cerevisiae sgs1 mgt1 strain; 10% of 78,000 active; % growth inhibition at 50 µM;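 note: 0% = growth of vehicle-only cultures of the same strain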
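Mutant yeast exposed to compound; growth scored against vehicle-only wells.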
bub3: NCI yeast anticancer drug screen, S. cerevisiae bub3 mutant strain. % growth inhibition at 50 µM. 9.9% of 78,000 active;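 note: 0% = growth of vehicle-only cultures of the same strain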
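Whole-cell yeast assay. The mutant strain was incubated with compounds, and growth inhibition was determined by comparison with vehicle-treated cells.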
The depositor's hits bear a star; & = joins results of further samples. Cut-off read from the data, not from the text of the source: active = growth inhibition above about 70%; inactive = the rest. Compounds as they come; 14% or so of the library scored in one or more.

SMILES | mec2-1 | rad50 | cln2 rad14 | mlh1 rad18 | yeast sgs1 mgt1 | bub3
C/C(=N\NC(=S)N1CCC(O)CC1)c1ccccn1 | 99.5* | 99.0* | 98.2* | 98.8* | 99.2* | 98.8*
COC(=O)c1ccccc1-c1ccccc1[N+](=O)[O-] | -1.8 | 3.1 | 2.6 | -3.0 | 2.5 | -7.3
[N-]=[N+]=NC(c1ccccc1)(c1ccccc1)c1ccccc1 | 80.8* | 85.0* | 80.5* | 84.1* | 87.7* | 87.8*
CC1CC2=C(C(=O)O1)C(c1ccccc1)Nc1ccccc1N2 (stereo not given) | -2.1 | 19.4 | 15.7 | 6.2 | -4.2 | 15.8
Cc1cc(=O)c2cc([N+](=O)[O-])ccc2[nH]1 | 6.3 | 6.0 | -6.0 | -2.6 | -9.7 | 5.8
CCON1C(=O)C(C)c2ccccc21 (stereo not given) | 10.6 | -10.8 | -2.6 | -8.8 | -8.2 | -6.0
COC(=O)Nc1ccccc1[N+](=O)[O-] | -0.2 | 6.5 | -55.2 | -9.7 | -5.2 | 7.3
CCOC(=O)C1CSC(N)=N1 (stereo not given) | -38.9 | 4.5 | -29.4 | -7.8 | -11.8 | 5.7
COC(=O)c1ccc(C=O)[nH]1 | -22.1 | 8.0 | -10.5 | 7.2 | 0.6 | 4.7
COc1ccc2[nH]c3c(c2c1)-c1ncncc1CC3 | -9.7 | 37.4 | 6.1 | 24.4 | -3.7 | 40.4
COc1cccc(CN(CC(=O)O)S(=O)(=O)c2ccc(C)cc2)c1 | 11.3 | -6.2 | -46.6 | 6.8 | -1.0 | -23.6
CCOC(=O)CCCN | -3.0 | -8.4 | 56.7 | -16.1 | -7.0 | -39.8
Cc1[nH]c2ccccc2c1C(C)CC(O)c1ccccc1 (stereo not given) | 85.5* | 95.0* | 95.8* | 95.2* | 90.2* | 88.7*
CC1(C)CCCC(C)(C2CCC3(C)C2C(O)CC2C4(C)CCC(O)C(C)(C)C4CCC23C)O1 (stereo not given) | -27.9 | -3.3 | 0.5 | -48.4 | -6.5 | -26.2
Nc1nc2cc(COc3ccc(C(=O)O)cc3)ccc2nc1-c1ccccc1 | -17.9 | -28.6 | -2.9 | -15.1 | -13.8 | -26.2
COC(=O)C(Cc1nc2ccccc2[nH]c1=O)C(=O)C(=O)Nc1ccc(OC)cc1[N+](=O)[O-] (stereo not given) | -9.5 | -14.4 | -77.2 | 5.5 | 14.3 | -1.4
CC1(CO)CSC(Nc2ccc(Cl)c(Cl)c2)=N1 (stereo not given) | -12.9 | 19.1 | 32.5 | 19.1 | 37.8 | 20.1
N#CC(c1ccccc1)c1ccc([N+](=O)[O-])cc1 (stereo not given) | 18.2 | 32.4 | 6.6 | 38.4 | 21.5 | 1.6
OC1C(O)C2CC1C1C2C2(Cl)CC1(Cl)C(Cl)=C2Cl (stereo not given) | -1.6 | 7.6 | -1.4 | 14.3 | 1.5 | -6.1
CS(=O)(=O)C(C#N)S(C)(=O)=O | -1.1 | -1.9 | -19.2 | -10.1 | -6.0 | 40.9
CC1(C)C2CCC1(C)C(NC(=O)COCCOCC(N)=O)C2 (stereo not given) | -53.1 | -45.0 | -2.5 | -67.3 | -52.6 | -54.9
CC(=O)O[C@H]1CCN2C(=O)C=CC(OCc3ccccc3)C12 (stereo not given in full) | -15.3 | 3.8 | 13.2 | 3.6 | 11.1 | -6.0
Cc1nnnn1C12CC3CC(CC(C3)C1)C2 | 5.7 | 11.7 | -14.3 | 15.1 | -5.8 | -15.7
CCOc1c(N=Nc2cccc([N+](=O)[O-])c2)c(C)nn1C(N)=S | -34.1 | -42.2 | -28.9 | -16.0 | -7.8 | -3.4
CN1C(C(=O)Nc2nccs2)=C(O)c2ccccc2S1(=O)=O | 7.3 | 2.1 | -11.2 | 21.6 | 19.9 | 7.0
Next records follow.
SMILES | mec2-1 | rad50 | cln2 rad14 | mlh1 rad18 | yeast sgs1 mgt1 | bub3
COc1ccc(C2Oc3cc(OC)ccc3C(=O)C2c2ccccc2)cc1 (stereo not given) | -20.0 | 0.1 | 12.7 | -0.8 | 9.1 | 17.2
O=C(NC(c1ccccc1)c1cccs1)c1cccs1 (stereo not given) | -4.5 | -3.0 | -38.4 | 4.0 | 1.1 | 30.1
COC(=O)CC(NC(=O)CNC(=O)OCc1ccccc1)C(=O)Oc1ccc([N+](=O)[O-])cc1 (stereo not given) | 11.4 | 19.0 | 4.5 | 11.4 | 17.9 | 2.8
Cc1ccc(-n2c(C)nc3c(c(C)c(C)n3-c3ccccc3)c2=N)cc1 | -0.8 | 4.1 | -19.0 | 6.7 | 4.8 | 15.4
CC(NCCCNC(C)C(=O)O)C(=O)O (stereo not given) | 1.4 | 21.8 | 32.3 | 13.4 | 26.8 | 11.1
CCN(CC)CCOc1ccc(/C(C#N)=C/c2ccc(OCCN3CCCCC3)cc2)cc1 | 20.9 | 35.0 | 64.9 | 33.5 | 57.3 | 26.2
O=C1CSC(c2ccccc2[N+](=O)[O-])N1c1nncs1 (stereo not given) | 5.5 | 12.8 | -7.3 | 18.2 | 19.8 | 11.0
CCOC1C=CCCO1 (stereo not given) | -2.7 | 20.0 | -6.5 | 5.7 | 8.7 | -7.2
CN(C)C1CS(=O)(=O)C1c1ccccc1 (stereo not given) | 9.0 | 19.6 | -19.5 | 1.4 | 7.1 | 8.3
COC1CC(C)C(OC)c2cc(O)cc(c2O)NC(=O)/C(C)=C/C=C\C(C)C(OC(N)=O)/C(C)=C\C(C)C1OC (stereo not given) | 92.5* | 91.2* | 89.8* | 90.0* | 91.3* | 90.7*
CCOC(=O)Nc1c2ccccc2c(NC(=O)OCC)c2ccccc12 | 8.9 | 30.2 | 12.8 | -6.0 | 1.0 | 15.0
CCCCCCCC/C=C/CCCCCCCC(=O)N(CCOC(=O)C(C)(C)C)CCOC(=O)C(C)(C)C | 9.5 | 37.5 | 24.2 | 39.2 | 25.6 | -2.5
C=C1CCCC(O)CCC1 | 14.9 | -5.3 | 32.2 | 9.1 | 12.2 | 24.3
COC(=O)C(=O)C(C#N)c1c(Cl)cccc1Cl (stereo not given) | 39.1 | -5.6 | 8.9 | 34.1 | 0.1 | 1.6
CC(C)(C)[Si](C)(C)OCC1CCC(n2cnc3c(NC(=O)c4ccccc4)ncnc32)O1 (stereo not given) | 90.0* | 87.5* | 42.2 | 80.9* | 27.2 | 23.1
CC(C)=CCCC(C)CC=O (stereo not given) | 3.6 | 2.6 | 6.3 | 3.3 | -3.9 | 5.3
O=C(CC(=O)c1ccncc1)c1ccccc1 | 94.7* | 97.2* | 93.8* | 98.0* | 97.0* | 97.6*
CC(=O)OCC1OC(OC(C)=O)C(On2nnc3c(-c4ccccc4)c(C)nn32)C(OC(C)=O)C1OC(C)=O (stereo not given) | 35.8 | 61.5 | 41.1 | 36.2 | 47.8 | 16.1
C/C(=N/NC(=S)N(C)C)c1ccccc1O | 86.3* | -28.2 | 77.9* | 16.7 | 52.0 | 36.8
CCCCCCCCCCCCSC1=C(OC)C(=O)C(OC)=C(OC)C1=O | 13.8 | 33.5 | -5.2 | 16.5 | 26.6 | -1.4
Nc1ccc(Cn2ccc(=O)[nH]c2=O)cc1 | 3.2 | -14.4 | -26.9 | -0.8 | 0.2 | -11.2
O=[N+]([O-])C=C(c1ccccc1)c1ccccc1 | 87.8* | 96.8* | 76.8* | 93.2* | 77.8* | 88.0*
O=C(Cc1ccccc1F)NC1=C(Cl)C(=O)c2ccccc2C1=O | -14.2 | 30.8 | 24.3 | -1.8 | 11.4 | 54.0
CNc1c([N+](=O)[O-])cc2[nH]c(C)nc2c1[N+](=O)[O-] | 19.3 | 22.4 | 0.1 | 11.6 | 42.9 | 0.9
CN(Cc1ccccc1)c1ccc(SC#N)cc1 | 87.5* | 81.0* | 24.6 | 89.0* | 79.5* | 92.7*
(continued)
SMILES | mec2-1 | rad50 | cln2 rad14 | mlh1 rad18 | yeast sgs1 mgt1 | bub3
CCN(CC)CCNc1ccccc1 | -13.0 | -0.5 | -48.4 | 14.7 | -8.6 | -4.9
OCc1cccc(F)c1 | -42.6 | -15.4 | 8.1 | -5.3 | -31.4 | -21.4
O=c1n(-c2ccccc2)c(=O)n2n1C1C3C4C5C3C2C5(F)C41 (stereo not given) | 8.4 | -7.3 | 13.7 | 12.3 | 6.0 | 6.8
Cc1cnc2ccccc2n1 (tested in a mixture with another compound) | 4.3 | -1.5 | 8.0 | 24.8 | -5.2 | -2.1
CO[C@H]1C[C@@H]2CC[C@@H](C)[C@@](O)(O2)C(=O)C(=O)N2CCCC[C@H]2C(=O)O[C@H]([C@H](C)C[C@@H]2CC[C@@H](OC(=O)C(C)(CO)CO)[C@H](OC)C2)CC(=O)[C@H](C)/C=C(\C)[C@@H](O)[C@@H](OC)C(=O)[C@H](C)C[C@H](C)/C=C/C=C/C=C/1C | 86.8* | 82.5* | 88.0* | 89.5* | 87.3* | 89.5*
COC(=O)c1ccccc1N=NNc1cccc(SC)c1 | 85.7* | 86.8* | 86.0* | 85.2* | 88.8* | 85.9*
O=C(N/N=C/c1cc(Br)ccc1O)c1ccccc1 | -18.9 | -23.9 | -33.9 | -6.8 | 5.7 | -12.6
Cc1cc(C)c2c(c1)sc1n[nH]c(=S)n12 | 6.7 | 14.1 | -11.4 | 4.0 | 9.1 | -10.8
CCOC(=O)NC(NC(=O)OCC)c1ccc(OC)cc1 | -1.9 | -7.7 | 42.7 | -10.1 | 1.8 | -6.5
COc1ccc(C2COc3c(ccc(O)c3C)C2)cc1OC (stereo not given) | -6.2 | -2.5 | -7.5 | 4.5 | 13.4 | 37.1
COc1cccc(C2=NC(=C3CCCCC3)C(=O)O2)c1 | 16.6 | 18.2 | 4.4 | 8.1 | -6.0 | 8.9
O=C1C(Br)=C(C2CCCCC2)C(=O)c2ccccc21 | 99.7* | 100.7* | 100.0* | 99.2* | 99.6* | 99.5*
O=C(O)CN1C(=O)/C(=C/c2ccnc3ccccc23)SC1=S | 1.8 | -4.0 | -17.1 | 27.5 | 1.9 | 24.5
Cc1cn[nH]c1-c1ccccc1 | -0.5 | 13.7 | -24.9 | 9.3 | -7.0 | -17.9
O=C(O)CCC(=O)Nc1ccc2c(c1)C(=O)c1ccccc1-2 | -23.1 | -16.6 | -9.4 | 8.8 | -4.6 | 3.8
O=c1ccccc2cccc(O)c12 | 0.2 | 8.2 | -17.4 | 10.3 | -1.4 | 8.2
NC(C(=O)O)c1ccccc1 (stereo not given) | -23.4 | -0.8 | -1.9 | -19.5 | -3.9 | -10.7
CC(=O)c1ccc(NC(N)=O)cc1 | -10.4 | 2.1 | -8.1 | -12.5 | 5.3 | -7.2
CC(=O)OCCCC1CO1 (stereo not given) | -13.7 | 14.9 | 3.1 | 10.6 | -1.4 | -14.2
COc1ccc2c(c1OC)CN(C)CCc1cc3c(cc1C(=O)C2)OCO3 | -17.1&15.7 | -35.8&-5.2 | 11.8&49.6 | -8.3&-29.9 | -14.6&-0.5 | -18.5&7.7
Cc1ccc2[nH]c(=S)[nH]c(=S)c2c1 | 5.0 | 19.9 | -19.8 | 36.0 | 13.2 | -33.2
Brc1cc2c(cc1CC1CCCCO1)OCO2 (stereo not given) | -17.1 | -6.5 | -61.9 | 0.8 | 1.4 | -4.9
COc1ccc(S(=O)(=O)N/N=C\c2cc([N+](=O)[O-])cc(I)c2O)c(OC)c1OC | 73.0* | 92.9* | 11.1 | 85.5* | 88.3* | 25.8

Compounds from the list above that contain an aryl methoxy group (nine):
SMILES | mec2-1 | rad50 | cln2 rad14 | mlh1 rad18 | yeast sgs1 mgt1 | bub3
COc1ccc2[nH]c3c(c2c1)-c1ncncc1CC3 | -9.7 | 37.4 | 6.1 | 24.4 | -3.7 | 40.4
COc1cccc(CN(CC(=O)O)S(=O)(=O)c2ccc(C)cc2)c1 | 11.3 | -6.2 | -46.6 | 6.8 | -1.0 | -23.6
COC(=O)C(Cc1nc2ccccc2[nH]c1=O)C(=O)C(=O)Nc1ccc(OC)cc1[N+](=O)[O-] (stereo not given) | -9.5 | -14.4 | -77.2 | 5.5 | 14.3 | -1.4
COc1ccc(C2Oc3cc(OC)ccc3C(=O)C2c2ccccc2)cc1 (stereo not given) | -20.0 | 0.1 | 12.7 | -0.8 | 9.1 | 17.2
CCOC(=O)NC(NC(=O)OCC)c1ccc(OC)cc1 | -1.9 | -7.7 | 42.7 | -10.1 | 1.8 | -6.5
COc1ccc(C2COc3c(ccc(O)c3C)C2)cc1OC (stereo not given) | -6.2 | -2.5 | -7.5 | 4.5 | 13.4 | 37.1
COc1cccc(C2=NC(=C3CCCCC3)C(=O)O2)c1 | 16.6 | 18.2 | 4.4 | 8.1 | -6.0 | 8.9
COc1ccc2c(c1OC)CN(C)CCc1cc3c(cc1C(=O)C2)OCO3 | -17.1&15.7 | -35.8&-5.2 | 11.8&49.6 | -8.3&-29.9 | -14.6&-0.5 | -18.5&7.7
COc1ccc(S(=O)(=O)N/N=C\c2cc([N+](=O)[O-])cc(I)c2O)c(OC)c1OC | 73.0* | 92.9* | 11.1 | 85.5* | 88.3* | 25.8
